KCNK9 block: KCNK9 potassium channel inhibitors, primary screen, HEK293 cells, thallium flux. 310,000 compounds, 1.2% hits. FluxOR thallium flux fluorescence; stronger effect = lower value. AID 488922, 2010. Potassium channel subfamily K member 9 (Homo sapiens), Q9NPC2. B-score at 10 µM;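 active = ratio B-score over 3 SD below the library mean, with starting fluorescence within 5 SD of its mean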;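 also: negative B-score means less thallium flux so channel inhibition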
KCNQ1 act: potentiators or activators of KCNQ1 channel, primary screen, cell-based, thallium flux, high-throughput. CHO-K1 KCNQ1, thallium flux FluxOR fluorescence; stronger effect = higher value. B-score at 10 µM. 310,000 compounds, 0.35% hits;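 active = fluorescence ratio B-score, a plate-corrected score, at least three library SD, with initial intensity B-score within 5 SD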
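Medium – assay buffer, equal DMSO in all wells · Material – CHO-K1 cell line with stable KCNQ1 potassium channel expression · Signal – kinetic FluxOR thallium fluorescence, 10-s 1-Hz baseline, 110-s post-stimulus read · Compound – single concentration per compound, DMSO matched to controls · Schedule – 37 °C overnight plating, 90-min dark dye load, 20-min compound pretreatment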
hERG rescue: hERG rescue from dofetilide block, primary screen, cell-based, CHO-hERG, FluxOR thallium flux, dofetilide IC70; 310,000 compounds, 0.51% hits; dofetilide IC70 present; activation (rescue from dofetilide block), less the hit threshold, % at 10 µM;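 active = activation above the mean of controls blocked by dofetilide plus 5 SD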;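 also: thallium influx through hERG after potassium depolarization seen as dye fluorescence rise; in these data hits start at about 4.7%; inactives centre near -7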
Target sequence (Q12809 whole entry, looked up): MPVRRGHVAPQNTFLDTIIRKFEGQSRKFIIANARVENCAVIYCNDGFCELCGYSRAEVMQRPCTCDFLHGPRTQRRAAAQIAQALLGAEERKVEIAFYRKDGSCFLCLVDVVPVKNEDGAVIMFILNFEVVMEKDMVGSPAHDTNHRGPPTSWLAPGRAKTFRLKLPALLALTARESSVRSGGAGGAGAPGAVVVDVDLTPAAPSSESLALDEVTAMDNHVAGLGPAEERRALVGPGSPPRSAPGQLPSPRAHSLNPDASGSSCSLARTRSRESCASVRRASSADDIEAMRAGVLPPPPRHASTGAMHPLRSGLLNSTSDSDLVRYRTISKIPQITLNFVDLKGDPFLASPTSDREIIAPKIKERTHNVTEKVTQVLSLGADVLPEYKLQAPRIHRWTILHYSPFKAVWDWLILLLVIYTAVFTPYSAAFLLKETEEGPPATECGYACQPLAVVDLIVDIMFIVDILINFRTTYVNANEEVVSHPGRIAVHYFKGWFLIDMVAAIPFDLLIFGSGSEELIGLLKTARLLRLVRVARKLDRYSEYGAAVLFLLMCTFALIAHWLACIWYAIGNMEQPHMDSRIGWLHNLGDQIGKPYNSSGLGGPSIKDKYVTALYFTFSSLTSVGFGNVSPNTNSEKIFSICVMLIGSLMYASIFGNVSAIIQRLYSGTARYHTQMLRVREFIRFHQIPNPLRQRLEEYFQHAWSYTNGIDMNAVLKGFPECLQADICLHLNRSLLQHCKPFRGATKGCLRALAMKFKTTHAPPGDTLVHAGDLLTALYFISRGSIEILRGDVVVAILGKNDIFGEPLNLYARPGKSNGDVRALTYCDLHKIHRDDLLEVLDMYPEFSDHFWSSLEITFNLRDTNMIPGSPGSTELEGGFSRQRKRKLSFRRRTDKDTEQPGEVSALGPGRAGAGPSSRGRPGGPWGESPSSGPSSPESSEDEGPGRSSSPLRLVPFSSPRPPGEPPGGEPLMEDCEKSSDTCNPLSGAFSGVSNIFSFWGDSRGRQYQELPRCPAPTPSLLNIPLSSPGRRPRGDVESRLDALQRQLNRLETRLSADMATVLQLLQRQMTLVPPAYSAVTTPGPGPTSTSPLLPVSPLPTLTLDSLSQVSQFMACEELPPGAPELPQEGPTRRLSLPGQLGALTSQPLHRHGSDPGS
TRPC4 PAM: positive allosteric modulators of TRPC4, primary screen, cell-based, mouse TRPC4beta, HEK293 mu-opioid, Fluo-4 calcium. DAMGO EC20, Fluo-4 Ca2+ flux; stronger effect = higher value. 310,000 compounds, 0.42% hits. B-score at 10 µM. AID 2227, 2009;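 active = B-score of calcium response area above 5 SD of library B-scores, with initial fluorescence ratio within 5 SD of library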;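 also: B-score of integrated fluorescence ratio over time as area under calcium response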
KCNK3 inh: human KCNK3 channel inhibitors, primary screen, CHO cells, FluxOR thallium flux, B-score; Potassium channel subfamily K member 3 (Homo sapiens), O14649; FluxOR fluorescence; stronger effect = lower value; B-score at 10 µM; 340,000 compounds, 0.84% hits; AID 602410, 2012;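 active = B-score under library mean minus 4 SD, starting fluorescence ratio at most library mean plus 5 SD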;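 also: more negative B-score means stronger inhibition of thallium flux through KCNK3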
TMEM16A act: TMEM16A chloride channel activators or potentiators, primary screen, cell-based, HTS | 340,000 compounds, 0.3% hits | B-score at 10 µM | HEK293 TMEM16A/YFP-H148Q/I152L, iodide quench fluorescence; stronger effect = lower value | Anoctamin-1 (Mus musculus), Q8BHY3;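 active = fluorescence-ratio B-score plate-corrected deviation score at least 3 library SD below zero, with starting fluorescence score within 5 deviations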;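 also: channel opened by trigger with iodide after compound preincubation; score built on the fluorescence ratio of max minus min over baseline; more negative score means more quench and so TMEM16A activation or potentiation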
KCNQ1 block: inhibitors of human KCNQ1 channel, primary screen, cell-based, thallium flux, high-throughput | CHO-K1 KCNQ1, FluxOR thallium flux fluorescence; stronger effect = higher value | B-score at 10 µM | 310,000 compounds, 1.3% hits;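 active = compounds whose thallium flux B-score, printed positive for inhibition, exceeds three library SD while starting fluorescence stays within three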;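 also: channel opened by potassium depolarization with thallium stimulus after 20 min compound exposure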
HDAC3 inh: HDAC3 deacetylase inhibitors, primary screen, biochemical, fluorescence, cell-free homogeneous; Histone deacetylase 3 (Homo sapiens), O15379; inhibition, % at 8.3 µM; 320,000 compounds, 0.15% hits; AID 2718, 2010; recombinant HDAC3, fluorogenic peptide/trypsin coupled; in the data active = inhibition above about 26%, passing the limit was not always enough; inconclusive = no clear call, values can overlap the other calls
TRPC4 act: activators of mouse TRPC4 channel, primary screen, Fluo4 calcium, HEK293 TRPC4beta/mu-opioid cells. B-score at 10 µM. Fluo4 calcium fluorescence; stronger effect = higher value. 310,000 compounds, 0.49% hits. Short transient receptor potential channel 4 (Mus musculus), Q9QUQ5;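 active = B-score above 5 SD of library B-scores, and initial fluorescence ratio not above library mean plus 5 SD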;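 also: positive B-score marks a calcium rise read as TRPC4 activation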
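Technique: kinetic Fluo4 calcium fluorescence; Test system: TRPC4beta and mu-opioid receptor HEK293 stable cells; Measure: B-scored integrated calcium fluorescence ratio; Benchmarks: low control buffer alone, high control maximal DAMGO; Schedule: 45 min room-temperature Fluo4 loading, 110 s read.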
Dyrk1A ADPGlo: rat Dyrk1A kinase inhibitors, primary screen, biochemical, single point, plate reader | inhibition, % at 12.5 µM | AID 504441, 2011 | 310,000 compounds, 0.43% hits | ADP-Glo luminescence, NFATc1 peptide | Dual specificity tyrosine-phosphorylation-regulated kinase 1A (Rattus norvegicus), Q63470; in the data active = inhibition above about 50%;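 also: plate controls were vehicle with enzyme for no effect and no enzyme for full effect; many of its hits are not listed in these tables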
ANO1 block: TMEM16A chloride channel inhibitors, primary screen, cell-based, HTS; 310,000 compounds, 1.2% hits; HEK293 TMEM16A/YFP iodide influx fluorescence, ionomycin; normalized B-score (activity score, 25-100; higher = stronger inhibition) at 10 µM;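 active = ratio plate-corrected score three or more library SD toward inhibition, starting fluorescence score within five deviations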;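 also: score derived from kinetic fluorescence span divided by baseline fluorescence per well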
* hit, by the source's call; i = inactive; ? = inconclusive; / = no result given.

nr	Structure	Dyrk1A ADPGlo	TRPC4 PAM	ANO1 block	TRPC4 act	hERG rescue	TMEM16A act	KCNK3 inh	KCNQ1 block	KCNQ1 act	HDAC3 inh	KCNK9 block
1	Cc1nn(C2CCS(=O)(=O)C2)c(Cl)c1/C=C/C(=O)OCC(N)=O (stereo not drawn)	-1	i	i	i	-9	i	i	i	i	1	i
2	O=S(=O)(O)c1cc(O)ccc1O	10	/	i	/	/	i	i	/	/	1	/
3	COc1ccc(C(=O)CN2CCN(S(=O)(=O)c3cccc([N+](=O)[O-])c3)CC2)cc1OC	2	i	i	i	-8	i	i	i	i	53*	i
4	COC(=O)COc1ccc(C2NC(=O)NC(c3ccccc3)=C2C(C)=O)cc1Br (stereo not drawn)	/	i	i	i	-11	i	i	i	i	6	i
5	COc1ccc(NC(=O)c2cccc(Cl)c2)c[n+]1[O-]	4	i	i	i	-5	i	i	i	i	5	i
6	CCOc1ccccc1C(=O)NC1CC2CCCC(C1)N2C1CC1 (stereo not drawn)	0	i	i	i	-7	i	i	i	i	11	i
7	O=C(C1=C(O)C(=O)N(CCN2CCOCC2)C1c1ccc(F)cc1)c1cccs1 (stereo not drawn)	-5	i	i	i	-3	i	i	i	i	-1	i
8	CC1CCCCC1NC(=O)CCNS(=O)(=O)c1ccc2c(c1)CCC(=O)N2 (stereo not drawn)	-4	i	i	i	-6	i	i	i	i	0	i
9	Cc1c(S(=O)(=O)N2CCCC(C(=O)O)C2)cnn1C (stereo not drawn)	8	i	i	i	-7	i	i	i	i	1	i
10	C=CCc1c(C)nc2ccc(C(=O)OCC)cc2c1Cl	-5	i	i	i	-13	i	i	i	i	4	i
11	CCNc1nc(NC(C)C)nc(Oc2ccc(OCCOc3ccccc3)nn2)n1	-4	i	i	i	-4	i	i	i	i	5	i
12	COc1ccc(NC(=S)NCCNC(C)=O)cc1	0	i	i	i	-10	i	i	i	i	-6	i
13	CCC1(C)Cc2nc3[nH]c(=S)n(-c4ccccc4)c(=O)c3cc2CO1 (stereo not drawn)	0	i	i	i	-5	i	i	i	i	0	i
14	CCCN(CC1CC1)C(=O)COC(=O)c1ccc(CNS(=O)(=O)c2ccc(F)c(Cl)c2)cc1	-7	i	i	i	-2	i	i	i	i	8	i
15	Cc1ccc(CN2CCc3c(OCc4ccc(F)cc4)cccc3C2=O)cc1	1	i	i	i	-11	i	i	i	i	2	-13*
16	COc1ccc2cc(S(=O)(=O)Nc3ccccn3)ccc2c1	11	i	i	i	-2	i	i	i	i	-6	i
17	CCC(=O)Nc1ccc(C(=O)CSc2nnc(-c3ccc(NS(=O)(=O)CC)cc3)o2)cc1OC	-2	i	i	i	-11	i	i	i	i	-4	i
18	CCCC(=O)OC1CCS(=O)(=O)c2sccc21 (stereo not drawn)	1	i	i	i	-21	i	i	i	i	3	i
19	COC(=O)C1C(c2ccc(OC)cc2)Nc2nnc(C(F)(F)F)n2C1(C)O (stereo not drawn)	-6	i	i	i	-9	i	i	i	i	4	i
20	COC(=O)C1=C(C)N(c2ccc(F)cc2)/C(=C/c2ccc(O)cc2)C1=O	-5	i	i	i	-8	i	i	i	i	-9	i
21	CC(=O)c1c(C)oc2c1C(=O)c1ccccc1C2=O	-5	i	i	i	-9	i	i	i	i	-3	i
22	Cc1cc(NC(=O)C2CC=CCC2C(=O)O)ccc1NC(=O)c1ccccc1 (stereo not drawn)	0	i	i	i	-6	i	i	i	i	-7	i
23	COc1ccc(OC)c(/C=C/c2nc3ccccc3[nH]c2=O)c1	1	i	i	i	-9	i	i	i	i	0	i
24	COc1ccc(OC)c2[nH]c(=O)c(CCNC(=S)NC(C)(C)C)cc12	-18	i	i	i	-7	i	i	i	i	5	i
25	COC(=O)c1ccccc1NC(NC(=O)c1ccco1)C(=O)c1ccc(C)cc1 (stereo not drawn)	3	i	i	i	-9	i	i	i	i	-1	i
26	Clc1ccc(-c2ccc(-c3nn4c(-c5ccco5)nnc4s3)o2)cc1	5	i	i	i	-9	i	i	i	i	-7	-9.8*
27	CCOc1ccc2ccccc2c1C(=O)NCC(c1ccc(N(C)C)cc1)N(C)C (stereo not drawn)	7	i	i	i	-3	i	i	i	i	-1	i
28	CCC(=O)c1ccc(OCC(O)Cn2cnc3ccccc32)cc1 (stereo not drawn)	1	i	i	i	0	i	i	i	i	0	i
29	COc1ccc(Cl)cc1C(=O)NNC(=O)CSc1nnnn1C	-2	i	i	i	-7	i	i	i	i	-8	i
30	Cc1cc(C(=O)N2CCc3ccccc3C2)no1	-15	i	i	i	-14	i	i	i	i	-1	i
31	CCOC(=O)CN(C(=O)CSc1nnc(-c2ccncc2)n1CCCN(C)C)c1ccccc1	1	i	i	i	-1	i	i	i	i	-5	i
32	CS(=O)(=O)C1=C(O)C(=O)N(c2ccccc2)C1c1ccccc1 (stereo not drawn)	8	i	i	i	-9	i	i	i	i	3	i
33	CCOc1ccc(NC(=O)c2ccc3nccnc3c2)cc1	2	i	i	i	-3	i	i	i	i	5	i
34	CCOC(=O)C1=C(O)c2ccccc2C(=O)/C1=C\c1ccc(CC)cc1	4	i	i	i	2	i	i	i	8*	-3	i
35	O=C(NN=C1CCCC1)c1ccc(Cl)cc1	4	i	i	i	-5	i	i	i	i	-3	i
36	O=C(NCc1cccnc1)c1ccccc1NS(=O)(=O)c1ccccc1	0	i	i	i	-11	i	i	i	i	1	i
37	CC(=O)NC(C)c1nc2ccccc2n1C(C)C (stereo not drawn)	-6	i	i	i	-11	i	i	i	i	-1	i
38	CN(C)S(=O)(=O)c1cccc(NC(=S)Nc2cccc3cnccc23)c1	56*	i	/	i	-18	i	i	i	i	/	i
39	Cc1ccccc1N1C(=O)C(Cc2ccc(F)cc2)S/C1=C(\C#N)C(N)=O (stereo not drawn)	/	i	i	i	-4	i	i	i	i	-5	i
40	CC(=O)N1CCN(c2ccc(NC(=O)C(c3ccccc3)c3ccccc3)cc2)CC1	6	i	i	i	-3	i	i	i	i	-11	i
41	Cc1cccc2cc(CN(Cc3nnnn3C3CCCCC3)C3CCCC3)c3nnnn3c12	-2	i	i	i	-15	i	i	i	i	0	i
42	COc1cc(/C=N/Nc2nn3cnnc3c3ccccc23)ccc1O	8	i	i	i	-10	i	i	i	i	5	i
43	CN(C)NC(=S)Nc1ccc(Cl)cc1	2	i	i	i	-1	i	i	i	i	-1	i
44	Cc1nc(NC(=O)/C=C/c2ccccc2)sc1C(=O)Nc1ccccc1Cl	-5	i	i	i	-13	i	i	i	i	-6	i
45	O=C1OC2(CCCCC2)OC(=O)C1=CNc1nccs1	4	i	i	i	-10	i	i	i	i	1	i
46	COc1cccc(CSc2nc3ccncc3[nH]2)c1	4	i	i	i	-6	i	i	i	i	/	i
47	O=C1CC(NCCC2=CCCCC2)C(=O)N1c1cccc(Cl)c1Cl (stereo not drawn)	/	i	i	i	-4	/	/	i	i	5	i
48	CCOc1cc(/C=N/NC(=O)C(=O)NC2CC2)cc(Br)c1O	-14	i	i	i	-4	i	i	i	i	6	i
49	Cc1ccc(S(=O)(=O)N2CCC(C(=O)OCC(=O)Nc3cc(S(C)(=O)=O)ccc3Cl)CC2)cc1C	-2	i	i	i	-10	i	i	i	i	?	i
50	C/C(Cn1nc([N+](=O)[O-])cc1C)=N\NC(=O)c1ccc(C(C)(C)C)cc1	1	i	i	i	-11	i	i	i	i	-5	i

The list continues:
nr	Structure	Dyrk1A ADPGlo	TRPC4 PAM	ANO1 block	TRPC4 act	hERG rescue	TMEM16A act	KCNK3 inh	KCNQ1 block	KCNQ1 act	HDAC3 inh	KCNK9 block
51	O=C(NCCC(=O)N1CCCC(C(F)(F)F)C1)c1ccc(Br)cc1 (stereo not drawn)	3	i	i	i	-12	i	i	i	i	8	i
52	CCOc1ccc(/C=N/Nc2ccccn2)cc1OC	/	i	i	i	-7	i	i	i	i	5	i
53	COCc1cc(C)nc(NCCO)c1C#N	-4	i	i	i	-1	i	i	i	i	3	i
54	CCOc1ccc(CN2CCNC(=O)C2CC(=O)NCc2csc(C)n2)cc1 (stereo not drawn)	/	i	i	i	0	i	i	i	i	1	i
55	COc1ccc(NC(=O)c2ccc(=O)[nH]c2)cc1S(=O)(=O)N1CCCCC1	/	i	i	i	-5	/	/	i	i	3	i
56	COc1ccc(C(=O)N2CCCC(N3CCN(c4ccccc4F)CC3)C2)c(OC)n1 (stereo not drawn)	-2	i	i	i	-7	i	i	i	i	-10	i
57	CCOc1ccc(C(=O)CC(Sc2ccc(C)cc2)C(=O)O)cc1 (stereo not drawn)	1	i	i	i	-13	i	i	i	i	-7	i
58	CCCCNC(=O)Nc1nc2ccc(CC)cc2s1	0	i	i	i	-21	i	i	i	i	3	i
59	Cc1c([C@@H]2C[C@H]3CN(Cc4cccc(Cl)c4)C(=O)[C@]34CCCN24)cnn1C	-5	i	i	i	-14	i	i	i	i	-7	i
60	CCOc1cc(N2CCOCC2)c(OCC)cc1NC(=O)COc1ncnc2ccc(Br)cc12	1	i	i	i	-8	i	i	i	i	0	i
61	C=CCn1c(C)csc1=Nc1ccc(C(=O)O)cc1	-2	i	i	i	-1	i	i	i	i	-8	i
62	CCN(CC)CCN1C(=O)C(=O)/C(=C(/O)c2c(C)[nH]c(C(=O)OC)c2C)C1c1cccc(OC)c1 (stereo not drawn)	-5	i	i	i	-5	i	i	i	i	1	i
63	CCS(=O)(=O)N1Cc2ccccc2CC1C(=O)NCC12CC3CC(CC(C3)C1)C2 (stereo not drawn)	-3	i	i	i	-17	i	i	i	i	-2	i
64	O=C(CN1CCN(Cc2ccc3c(c2)OCO3)CC1)Nc1ccc2c(c1)OCCO2	3	i	/	i	-15	i	i	i	i	/	i
65	c1csc(-c2nc3ccccc3[nH]2)c1	7	/	i	/	/	i	i	/	/	-18	/

Assay outcomes deposited in PubChem BioAssay by several laboratories.

Not all compounds are listed; rates above refer to the full screens.
